Shn3 inh set2: inhibitors of Schnurri-3 3'UTR reporter in osteoblasts. Clone20 osteoblast Shn3 3'UTR firefly luciferase, 24 h. inhibition, % at 12.5 µM. 0.52% of 360,000 active;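 active = mean inhibition of at least 75% with every replicate also reaching 75%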;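 note: 0% = median of neutral control wells and 100% = pilot-screen positive control compound; some compounds past the cut are filed as inactive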
TWEAK Fn14 block: inhibitors of TWEAK-Fn14 interaction signaling; TWEAK-stimulated Fn14 reporter cells, luciferase luminescence, 8 h; inhibition, % at 10 µM; 2% of 360,000 active; AID 1159606; in the data active = inhibition above about 50%
CF NFkB inh: cystic fibrosis NF-kB activation inhibition. inhibition, % at 5 µM. 0.86% of 360,000 active. KKLEB NF-kB-GFP reporter, PAF-induced, GFP fluorescence overnight;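 active = at least 50% inhibition at 5 µM, scaled per plate between neutral and stimulator controls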;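 note: PAF is a Pseudomonas aeruginosa culture filtrate used as stimulus; plate controls were PAF-stimulated DMSO wells for no effect and unstimulated DMSO wells for full effect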
NR2F2 inh: blocks human COUP-TFII nuclear receptor | HEK293T NGFI-A luciferase reporter, luminescence | inhibition, % at 8.6 µM | 0.7% of 370,000 active | AID 686940;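 active = inhibition above a per-plate cutoff, mean inhibition of test wells between control levels plus 3 SD, cut at about 38% in these data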;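 note: cells cotransfected with COUP-TFII expression vector driving the NGFI-A reporter; 0% = median of COUP-TF2 test wells and 100% = reporter-only cells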
Target sequence (P24468 whole entry, looked up): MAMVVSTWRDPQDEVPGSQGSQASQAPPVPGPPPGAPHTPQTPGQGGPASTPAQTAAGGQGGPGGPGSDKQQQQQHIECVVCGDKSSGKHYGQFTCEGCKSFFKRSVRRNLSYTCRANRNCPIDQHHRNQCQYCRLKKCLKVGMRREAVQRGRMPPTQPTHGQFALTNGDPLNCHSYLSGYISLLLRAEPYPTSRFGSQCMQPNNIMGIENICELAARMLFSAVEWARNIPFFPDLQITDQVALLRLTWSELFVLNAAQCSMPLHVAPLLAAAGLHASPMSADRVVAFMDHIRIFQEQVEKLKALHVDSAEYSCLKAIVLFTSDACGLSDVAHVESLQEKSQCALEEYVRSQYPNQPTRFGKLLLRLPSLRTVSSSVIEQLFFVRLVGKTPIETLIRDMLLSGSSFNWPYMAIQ
LRH-1 inv ag: NR5A2 inverse agonism in reporter assay | O00482 | 0.13% of 360,000 active | inhibition, % at 3.6 µM | HEK293T StAR-luciferase reporter, LRH-1 transfected, 24 h;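 active = inhibition above the mean inhibition of all tested compounds plus 3 SD, cut at about 73% in these data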;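 note: 0% = DMSO wells and 100% = reporter-only cells lacking LRH-1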
Target sequence (O00482 whole entry, looked up): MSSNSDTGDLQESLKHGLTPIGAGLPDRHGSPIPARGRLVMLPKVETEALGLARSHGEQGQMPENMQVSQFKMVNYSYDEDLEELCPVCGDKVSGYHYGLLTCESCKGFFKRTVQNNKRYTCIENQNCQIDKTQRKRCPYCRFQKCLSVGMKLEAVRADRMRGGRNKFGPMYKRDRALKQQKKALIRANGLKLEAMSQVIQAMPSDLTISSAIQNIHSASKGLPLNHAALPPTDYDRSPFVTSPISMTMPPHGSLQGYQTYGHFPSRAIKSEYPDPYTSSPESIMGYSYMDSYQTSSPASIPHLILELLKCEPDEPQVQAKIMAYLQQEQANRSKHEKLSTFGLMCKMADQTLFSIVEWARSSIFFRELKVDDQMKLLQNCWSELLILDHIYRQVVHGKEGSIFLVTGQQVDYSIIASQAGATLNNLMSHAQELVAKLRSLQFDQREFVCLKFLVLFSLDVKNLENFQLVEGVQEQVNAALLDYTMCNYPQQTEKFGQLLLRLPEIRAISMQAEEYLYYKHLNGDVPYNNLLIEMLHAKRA
EBV LMP1 NFkB: inhibitors of Epstein-Barr LMP1-induced NF-kappaB reporter; LMP1-induced NF-kappaB luciferase reporter cells, luminescence; inhibition, % at 12.5 µM; 0.69% of 350,000 active; in the data active = inhibition above about 41%;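 note: 0% = neutral control wells and 100% = reference inhibitor control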
NCOA1 inh: human NCOA1 inhibition; Q15788; HEK293 GAL4-SRC1 luciferase reporter, luminescence; inhibition, % at 3.6 µM; 0.12% of 360,000 active; AID 588354;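 active = inhibition above the campaign mean plus 3 SD, with each screening campaign given its own cutoff, cut at about 60% in these data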;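 note: 0% = DMSO treated cells and 100% = gossypol at 36 µM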
TROY signal inh: blocks TROY-dependent signaling in reporter cells; 0.98% of 360,000 active; Q293 LMP1-TROYcd NF-kB luciferase reporter, 4 h; inhibition, % at 10 µM;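 active = compounds whose plate-normalised and pattern-corrected inhibition of the luciferase reporter signal at the single screening dose is 50% or more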
SRC3 inh: inhibits human SRC3 coactivator | AID 588352 | inhibition, % at 3.6 µM | HEK293 GAL4-SRC3 luciferase reporter, luminescence | Q9Y6Q9 | 0.17% of 360,000 active;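 active = inhibition above a per-campaign cutoff, the mean of all compounds plus 3 SD, cut at about 60% in these data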;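 note: 0% = DMSO-treated cells and 100% = gossypol-treated cells at 36 µM; higher means less SRC3-driven luciferase light from the GAL4 reporter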
KKLEB cytotox: counter-screen for CF NF-kB inhibitors: cytotoxicity | KKLEB CF airway cells viability, ATPlite luminescence, overnight; active compounds read low; cells stimulated with P. aeruginosa culture filtrate | activity change (cytotoxicity), % at 5 µM | 0.36% of 360,000 active;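 active = corrected activity change at or below -50% at 5 µM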
TRAIL sens C8: sensitizes caspase-8 expressing cells to TRAIL. 1% of 360,000 active. NB7+C8 cells + TRAIL, ATPlite viability luminescence. inhibition (viability loss, TRAIL sensitization), % at 10 µM;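 active = compounds causing at least 50% loss of cell viability in the single-dose screen, relative to plate controls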
Active calls of the source: *; nt = not tested or not shown. This is a subset; count on the stated rates, not on these rows.

SMILES | Shn3 inh set2 | TWEAK Fn14 block | CF NFkB inh | NR2F2 inh | LRH-1 inv ag | EBV LMP1 NFkB | NCOA1 inh | TROY signal inh | SRC3 inh | KKLEB cytotox | TRAIL sens C8
COc1ccc(CC(=O)Oc2ccc(C(C)C)cc2)cc1S(=O)(=O)N1CCOCC1 | -12 | 12 | -30 | -6 | 0 | 4 | -22 | 4 | 28 | 34 | 13
Cc1cccc(C)c1Nc1nc2ccccc2o1 | 1 | 7 | 12 | -10 | -10 | 64* | 9 | 8 | -6 | 13 | -11
CC(C)(C)NC(=O)NC12CC3CC(CC(C3)C1)C2 | -6 | 6 | 4 | 16 | 8 | -7 | 2 | 0 | 0 | -8 | 1
O=c1[nH]c2cccnc2n1Cc1ccccc1 | -5 | 17 | 3 | 5 | 3 | 0 | -2 | 1 | -2 | -4 | -8
COc1ccc2[nH]c(=O)c(CN(C(=O)c3cccnc3)c3ccc(C)cc3)cc2c1 | 3 | 2 | 10 | 0 | 10 | -1 | 3 | nt | -7 | 8 | 4
COc1cc(CC(=O)OCc2ccccc2F)cc(OC)c1OC | 16 | 2 | 9 | -4 | 11 | 3 | 15 | -7 | -13 | -16 | -5
CC(C)(C)c1ccc(C(=O)NNc2cc(N3CCCCC3)nc(N3CCCCC3)n2)cc1 | 56 | 28 | 12 | 3 | 4 | 8 | -20 | 33 | -24 | -18 | 18
C#CCN(C[C@@H](CC(C)C)NC(=O)OC(C)(C)C)S(=O)(=O)c1ccc(Br)cc1F | 33 | 21 | -6 | 1 | 8 | -15 | 11 | 3 | 6 | 9 | 31
Cc1nc2c(C)cccn2c1C(=O)c1ccccc1 | 12 | 13 | 7 | -2 | 26 | 7 | -5 | -7 | -4 | -5 | 36
O=C(CCn1c(=O)[nH]c2ccsc2c1=O)N1CCc2ccccc2C1 | -21 | 7 | -2 | 3 | 8 | 1 | 10 | -10 | 1 | 1 | -23
S=C(Nc1ccccc1)N1CCn2cccc2C1c1cccnc1 (stereo not drawn) | 14 | 2 | 15 | -7 | 14 | -12 | -6 | 6 | 4 | 2 | -8
CC1(C(=O)NC(=S)N(Cc2ccccc2)c2ccccn2)CC1(Cl)Cl (stereo not drawn) | -3 | 25 | -17 | -6 | -13 | -3 | -44 | -15 | 8 | 13 | -22
CCOC(=O)NN1C(=O)c2ccccc2NC1C (stereo not drawn) | 20 | -6 | -4 | 11 | -1 | 0 | -7 | 31 | 1 | -4 | -4
CCOC(=O)C1=CCN(S(=O)(=O)c2ccc(Cl)cc2)C1c1ccc(C)cc1 (stereo not drawn) | -11 | 8 | 10 | -3 | 10 | nt | 8 | 3 | 13 | -5 | 10
CC1=NN(c2ccc(Cl)c(C(=O)O)c2)C(=O)C1 | -10 | 1 | 18 | 2 | -11 | 4 | -3 | -8 | 13 | -2 | -1
Cc1cc(C(=O)NP(=O)(N2CC(C)OC(C)C2)N2CC(C)OC(C)C2)c(C)n1C1CC1 (stereo not drawn) | -6 | -9 | -36 | 11 | -8 | -2 | 5 | 2 | 10 | 9 | -8
CC1(C)OC(=O)C(=CNc2ncccn2)C(=O)O1 | -8 | -4 | -22 | 10 | -20 | -10 | -4 | 0 | -4 | -1 | 3
CCCCCCC(=O)Nc1c2c(nc3ccccc13)N(C)CC2 | 8 | -16 | -6 | 10 | 3 | -1 | -10 | -9 | 2 | 11 | -3
CS(=O)(=O)N1CCN(Cc2ccccc2C(F)(F)F)CC1 | -18 | 7 | -9 | 17 | -2 | 1 | -2 | 1 | 21 | -4 | 1
CCCN1CCN(CC(=O)Nc2nncs2)CC1 | -42 | -10 | -3 | 13 | -10 | 6 | -7 | -12 | -7 | -10 | -2
COc1ccc(NC(=O)C2c3ccccc3OCC(=O)N2CCc2ccccc2)cc1 (stereo not drawn) | nt | 2 | nt | -11 | -15 | nt | nt | -21 | nt | nt | -3
COCCCNC(=O)Cn1c(=O)n(CCCCCC(=O)Nc2ccccc2)c(=O)c2sccc21 | 30 | -3 | -8 | -8 | 3 | -3 | -3 | 1 | 9 | -4 | 5
O=C(Nc1cccc(C(F)(F)F)c1)C1CC(=O)N(CCc2ccccc2)C1 (stereo not drawn) | 11 | 4 | 17 | 10 | 19 | -2 | -9 | 2 | 17 | -10 | 9
COc1ccc(-c2cc(C(=O)NCCN3CCOCC3)c3ccccc3n2)cc1OC | 8 | -20 | -10 | 4 | 16 | -5 | -5 | -3 | 9 | -5 | 5
CN1CCN(/N=C/c2nc(-c3ccc(Cl)cc3)n3ccccc23)CC1 | -90 | 3 | -1 | -25 | -38 | -6 | -16 | -38 | -28 | 0 | 23

A draw from above in order of SMILES length, highest first:
SMILES | Shn3 inh set2 | TWEAK Fn14 block | CF NFkB inh | NR2F2 inh | LRH-1 inv ag | EBV LMP1 NFkB | NCOA1 inh | TROY signal inh | SRC3 inh | KKLEB cytotox | TRAIL sens C8
CC(C)(C)c1ccc(C(=O)NNc2cc(N3CCCCC3)nc(N3CCCCC3)n2)cc1 | 56 | 28 | 12 | 3 | 4 | 8 | -20 | 33 | -24 | -18 | 18
O=C(Nc1cccc(C(F)(F)F)c1)C1CC(=O)N(CCc2ccccc2)C1 (stereo not drawn) | 11 | 4 | 17 | 10 | 19 | -2 | -9 | 2 | 17 | -10 | 9
O=C(CCn1c(=O)[nH]c2ccsc2c1=O)N1CCc2ccccc2C1 | -21 | 7 | -2 | 3 | 8 | 1 | 10 | -10 | 1 | 1 | -23

(cont.)
SMILES | Shn3 inh set2 | TWEAK Fn14 block | CF NFkB inh | NR2F2 inh | LRH-1 inv ag | EBV LMP1 NFkB | NCOA1 inh | TROY signal inh | SRC3 inh | KKLEB cytotox | TRAIL sens C8
CCCCOC(=O)Nc1ccc(N(C)C)cc1 | -41 | 0 | 5 | -30 | -133 | -2 | -114 | -64 | -67 | 6 | 20
O=C(/C=C/c1ccc(Cl)cc1Cl)N1CCN(c2ccc([N+](=O)[O-])c(N3CCOCC3)c2)CC1 | 40 | 31 | 0 | -4 | 5 | 8 | -2 | 20 | 1 | -1 | 1
C[C@@H](C(=O)Nc1ccc2ccccc2c1)[C@@H]1C[C@@]1(C)[C@@H](NC(=O)c1cccnc1)c1ccccc1 | 2 | 5 | -12 | 6 | 19 | 9 | -4 | -4 | 11 | 15 | -18
COc1ccc(NC(=O)c2ccccc2Oc2ccccc2)cc1 | -6 | -2 | 0 | 12 | 2 | -8 | 17 | -16 | -6 | 0 | -5
O=C(CSC1=NS(=O)(=O)c2cc(F)ccc2N1)Nc1ccccc1 | -29 | 5 | 15 | -9 | -25 | -5 | 8 | 4 | 4 | -1 | 11
CCCCn1c(N)c(N(CCOC)C(=O)c2ccc(S(=O)(=O)N3CCCCCC3)cc2)c(=O)[nH]c1=O | 13 | -14 | -6 | 3 | -2 | 3 | -3 | 4 | 5 | 2 | -7
COc1c(NC(C)=O)c2ccccc2c2ccccc12 | -5 | -8 | -19 | 0 | 12 | -6 | -84 | -17 | 13 | 8 | -13
Cc1ccc(C)c(CS(=O)(=O)c2cn(CC(=O)N3CCCCC3)c3ccccc23)c1 | 8 | -3 | -5 | 14 | 25 | 5 | -14 | 5 | 15 | 8 | -10
COn1c(=O)c(-c2ccc(C)cc2)[n+]([O-])c2ccccc21 | -12 | 2 | 4 | 8 | 9 | 0 | -5 | -29 | 4 | -23 | -18
CCSc1nsc(NC(=O)Nc2cccc(OC)c2)n1 | -17 | 40 | 70* | -3 | -24 | -8 | -3 | 47 | -17 | -7 | 25
Cc1cc(C(F)F)n2ncc(C(=O)NCCc3ccc(Cl)cc3)c2n1 | -49 | -12 | 0 | 3 | 10 | 7 | -9 | -8 | 28 | 3 | 2
C=CC(C)n1c(Br)nc2c1c(=O)[nH]c(=O)n2C (stereo not drawn) | -7 | 6 | -28 | 11 | 11 | -2 | 6 | 30 | 21 | -1 | 2
CCOC(=O)c1ccc2c(c1)nc(SCC(=O)N1CCCCC1)n2CC | 3 | -3 | 8 | 1 | -1 | 2 | -25 | -8 | -4 | 1 | -7
NC(N)=NC(N)=Nc1cccc2ccccc12 | 32 | 13 | 7 | 23 | 14 | 5 | -13 | -2 | 10 | -1 | 11
COc1ccc(S(N)(=O)=O)cc1C(=O)NCCCN1CCN(c2ccccc2OC)CC1 | -14 | 2 | 3 | 0 | 11 | 5 | -2 | 0 | 15 | -2 | 4
Cc1cccc(N(C(=O)CCC(=O)Nc2cc(C)on2)C(C(=O)NC2CCCC2)c2ccc(C)o2)c1 (stereo not drawn) | -15 | -20 | -5 | 5 | -35 | -8 | -11 | -54 | -15 | 18 | 0
O=C(Nc1ccccc1F)N1CCC(NC(=O)C23CC4CC(CC(C4)C2)C3)CC1 | 3 | 9 | 8 | 2 | 10 | 0 | -11 | 8 | -12 | -14 | 14
NC(=O)c1ccc(Cn2c(C(=O)c3ccc(Cl)cc3)c3ccccc3[n+]2[O-])cc1 | 15 | -6 | -23 | -10 | 18 | -2 | -11 | -36 | -11 | 13 | -1
CC(C)(C)C(=O)C[n+]1ccccc1 | -5 | 10 | -9 | 5 | 16 | 7 | 5 | -10 | 5 | 7 | 0
O=C(Nc1ccc(F)cc1)c1cccnc1N1CCOCC1 | 9 | -10 | -2 | 3 | 8 | 11 | 3 | 13 | -13 | 11 | 3
O=C(CCCSc1nc2ccccc2c(=O)[nH]1)c1ccccc1 | -10 | -10 | 1 | 1 | 11 | -6 | -1 | 13 | -7 | 1 | 1
Cc1ccc(OCC(=O)NNC(=O)C2CCCO2)c(C)c1 (stereo not drawn) | 2 | -11 | 16 | -9 | -10 | 1 | -2 | -8 | -3 | 5 | -1
Cc1nc(SCc2ccc(F)cc2)n[nH]1 | -13 | -11 | 0 | -24 | -23 | -5 | -19 | -10 | -24 | 5 | 2
O=C1c2oc3ccccc3c(=O)c2C(c2ccccn2)N1Cc1ccccc1 (stereo not drawn) | 3 | -2 | 12 | 8 | 3 | -6 | -20 | -18 | 4 | -6 | 12
CCOC(=O)C1CCN(C(=O)CCNS(=O)(=O)c2ccc(C)cc2)CC1 | -8 | 4 | 22 | 10 | -22 | -5 | 2 | 3 | 10 | -7 | -7
O=C(O)CSc1cc(NS(=O)(=O)c2cccc([N+](=O)[O-])c2)c2ccccc2c1O | 57 | 91* | 72* | -22 | 6 | 27 | -37 | 62* | -11 | -7 | 41
Fc1cccc(NC(=S)NCc2cccnc2)c1 | 8 | -3 | 2 | -4 | 5 | -6 | 18 | -12 | -4 | 5 | -7
COc1ccc2c(C)cc(N3CCN(c4ccc(F)cc4)CC3)nc2c1 | 4 | 0 | -29 | 9 | 29 | -2 | -25 | 19 | 18 | 11 | 0
Cc1occc1C(=O)NNS(=O)(=O)c1ccc(Cl)cc1 | -17 | -8 | 9 | -1 | -1 | -13 | -20 | -1 | 12 | -19 | 1
O=C(c1cnc(-c2ccc(Cl)cc2)s1)c1ccc(Cl)cc1Cl | -13 | -2 | 10 | nt | 8 | 6 | -33 | -50 | -2 | 2 | 8

In a second layout: entries from further up
Molecule,Shn3 inh set2,TWEAK Fn14 block,CF NFkB inh,NR2F2 inh,LRH-1 inv ag,EBV LMP1 NFkB,NCOA1 inh,TROY signal inh,SRC3 inh,KKLEB cytotox,TRAIL sens C8
COc1c(NC(C)=O)c2ccccc2c2ccccc12,-5,-8,-19,0,12,-6,-84,-17,13,8,-13
Cc1occc1C(=O)NNS(=O)(=O)c1ccc(Cl)cc1,-17,-8,9,-1,-1,-13,-20,-1,12,-19,1
O=C(CSC1=NS(=O)(=O)c2cc(F)ccc2N1)Nc1ccccc1,-29,5,15,-9,-25,-5,8,4,4,-1,11
